Bioassay records: PubChem, several laboratories
Rin1-Abl PPI inh = inhibitors of Rin1-Abl protein binding, primary screen, biochemical, TR-FRET | Tyrosine-protein kinase ABL1 (Homo sapiens) + Ras and Rab interactor 1 (Homo sapiens), … | inhibition, % at 7.35 µM | 360,000 compounds, 0.4% hits; in the data active = inhibition above about 5%, passing the limit was not always enough
NadD block = inhibitors of S. aureus NadD, primary screen, biochemical, colorimetric, uHTS; Nicotinate-nucleotide adenylyltransferase NadD (Staphylococcus aureus N315); purified NadD enzyme, colorimetric absorbance read-out; inhibition, % at 20 µM; 360,000 compounds, 0.78% hits; AID 602399, 2012; in the data active = inhibition above about 26%; note: some compounds past the cut are filed as inactive
Scp-1 inhibitor = Scp-1 phosphatase inhibitors, primary screen, biochemical, colorimetric, uHTS; inhibition, % at 20 µM; 340,000 compounds, 0.88% hits; Carboxy-terminal domain RNA polymerase II polypeptide A small phosphatase 1 (Homo …; Recombinant Scp1, phosphopeptide, malachite green phosphate absorbance;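 active = inhibition above about 50% at 20 µM, limit read from the data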;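 note: plate controls were DMSO wells with enzyme for no effect and wells lacking enzyme for full effect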
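System: SCP-1 catalytic domain; Reagent: Phospho 17-mer peptide substrate; Doses: one concentration, 20 µM, with 1.0% DMSO; Incubation: 45 min room-temperature reaction, 5 min colour, 30 min stabiliser; Signal: Phosphate-binding colour reagent, absorbance read at 630 nm.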
Neddylation inh = inhibitors of cullin neddylation, primary screen, biochemical, TR-FRET, uHTS, NAE and Ubc12; calls only at 25 µM; 360,000 compounds, 0.58% hits; NEDD8-conjugating enzyme Ubc12 (Homo sapiens) + NEDD8-activating enzyme E1 regulatory …; AID 651699, 2012; in the data active = inhibition above about 36%
DNMT1 block = human DNMT1 methyltransferase inhibitors, primary screen, biochemical, molecular beacon, fluorescence, HinP1I cleavage, uHTS | DNA (cytosine-5)-methyltransferase 1 (Homo sapiens), P26358 | inhibition (reported as % activation of signal), % at 10 µM | 360,000 compounds, 0.83% hits | AID 588458, 2011; in the data active = inhibition above about 50%
Rpn11 inh = Rpn11 (PSMD14) deubiquitinase inhibitors, primary screen, biochemical, fluorescence polarization, uHTS | 26S proteasome non-ATPase regulatory subunit 14 (Homo sapiens), O00487 | 360,000 compounds, 0.59% hits | AID 588493, 2011 | calls only at 20 µM | human 26S proteasome, Ub4-pepOG fluorescence polarization; 20S core pre-blocked with epoxomicin;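 active = inhibition at 20 µM, scaled to each plate's controls, above about 33%, limit read from the data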
Target sequence (O00487 whole entry, looked up): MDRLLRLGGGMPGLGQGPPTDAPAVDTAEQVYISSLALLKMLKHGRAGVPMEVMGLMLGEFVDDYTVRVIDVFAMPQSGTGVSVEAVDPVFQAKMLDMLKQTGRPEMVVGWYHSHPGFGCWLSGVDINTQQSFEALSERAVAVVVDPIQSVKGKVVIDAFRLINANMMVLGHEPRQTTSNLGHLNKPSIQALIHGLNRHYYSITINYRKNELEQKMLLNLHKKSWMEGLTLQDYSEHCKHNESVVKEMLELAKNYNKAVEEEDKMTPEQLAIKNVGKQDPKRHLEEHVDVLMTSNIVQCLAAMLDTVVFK
LMPTP inh = LMPTP phosphatase inhibitors, primary screen, biochemical, fluorescence intensity, uHTS; Low molecular weight phosphotyrosine protein phosphatase (Homo sapiens), P24666; recombinant LMPTP-A, OMFP fluorogenic substrate; inhibition, % at 20 µM; 360,000 compounds, 0.22% hits; AID 651560, 2012;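 active = compounds that cut the enzyme signal by at least half of the control window in the single-dose screen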;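 note: plate controls were DMSO wells with enzyme plus substrate for no effect and substrate without enzyme for full effect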
Target sequence (P24666 whole entry, looked up): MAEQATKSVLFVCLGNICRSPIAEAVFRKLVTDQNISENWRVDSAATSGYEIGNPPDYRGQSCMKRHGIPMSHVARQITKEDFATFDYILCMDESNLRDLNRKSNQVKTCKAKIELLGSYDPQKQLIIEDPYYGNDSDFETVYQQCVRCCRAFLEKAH
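Buffer or medium: Bis-Tris pH 6.0, DTT, detergent; Assay system: LMPTP-A enzyme; Quantity: 0.625 nM enzyme; Detection: endpoint fluorescence intensity; Times: 50 min dark incubation at room temperature; Controls: substrate-only low control, DMSO enzyme-plus-substrate high control; Doses: single 20 µM dose; Read-out: percent inhibition versus substrate-only and uninhibited controls; Reagent: 400 µM OMFP.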
CSN deneddyl inh = inhibitors of CSN-mediated cullin deneddylation, primary screen, biochemical, fluorescence polarization, uHTS; inhibition, % at 12.5 µM; 360,000 compounds, 0.38% hits; AID 651999, 2013; Purified CSN, SCF-Nedd8-OG deneddylation; COP9 signalosome complex subunit 5 (Homo sapiens), Q92905;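 active = pattern-corrected inhibition above about 35%, with an unprinted fluorescence ratio check between 0.5 and 1.5, limit read from the data, passing the limit was not always enough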;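 note: 0% = enzyme with substrate and 100% = substrate without enzyme; some results filed as inactive read as strong as hits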
Target sequence (Q92905 whole entry, looked up, one chain of several): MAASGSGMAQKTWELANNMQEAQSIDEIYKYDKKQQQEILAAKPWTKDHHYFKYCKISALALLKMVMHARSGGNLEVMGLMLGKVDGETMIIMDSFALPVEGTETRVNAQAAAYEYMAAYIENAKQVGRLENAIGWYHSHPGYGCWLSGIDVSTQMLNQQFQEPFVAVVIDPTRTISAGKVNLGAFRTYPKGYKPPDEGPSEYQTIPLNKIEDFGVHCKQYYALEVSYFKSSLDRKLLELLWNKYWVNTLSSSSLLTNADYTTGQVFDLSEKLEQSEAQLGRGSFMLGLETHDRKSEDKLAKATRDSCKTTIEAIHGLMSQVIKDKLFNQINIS
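Schedule: reaction 90 min, room temperature / Assay system: HEK293T-derived human Csn5 enzyme / Input: Csn5 at 0.24 nM final / Measure: inhibition of Csn5 cleavage, % / Control set: substrate-only high control, full reaction low control / Technique: fluorescence polarization of the substrate / Buffer or medium: Tris/NaCl/DTT buffer, pH 7.5 / Reagent: SCFSkp2-Nedd8OG substrate at 10 nM final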
STEP inh = STEP phosphatase inhibitors, primary screen, biochemical, fluorescence intensity, uHTS | recombinant STEP, OMFP fluorogenic substrate | inhibition, % at 20 µM | Tyrosine-protein phosphatase non-receptor type 5 (Homo sapiens), P54829 | AID 588621, 2011 | 360,000 compounds, 0.25% hits;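 active = inhibition at 20 µM, scaled per plate between control wells, above about 37%, limit read from the data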;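 note: 0% = DMSO with enzyme and substrate and 100% = substrate only without enzyme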
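Measure: Control-normalized % inhibition with plate pattern correction | Test system: STEP phosphatase, cell-free reaction | Medium: pH 6.0 Bis-Tris with DTT and Tween 20 | Technique: Fluorescence, 480/540 nm | Times: Reaction 20 min, ambient temperature | Doses: Single compound dose of 20 µM, 1% DMSO final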
SUMO1 PPI mod = modulators of SUMO1 protein-protein interactions, primary screen, biochemical, uHTS; inhibition, % at 20 µM; SUMO1 binding to a labelled peptide, TR-FRET, 1 h; Small ubiquitin-related modifier 1 (Homo sapiens), P63165; 360,000 compounds, 0.33% hits; in the data active = inhibition above about 37%
Target sequence (P63165 whole entry, looked up): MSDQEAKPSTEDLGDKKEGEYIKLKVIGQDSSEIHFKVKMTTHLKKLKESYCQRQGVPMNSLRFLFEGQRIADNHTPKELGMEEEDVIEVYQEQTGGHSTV
Starred values were filed as active, the others as inactive; i = inactive; . = no result given.

SMILES	Rin1-Abl PPI inh	NadD block	Scp-1 inhibitor	Neddylation inh	DNMT1 block	Rpn11 inh	LMPTP inh	CSN deneddyl inh	STEP inh	SUMO1 PPI mod
CC[C@@H](C)[C@@H](CO)NC(=O)[C@H]1O[C@@H](n2cnc3c(N)ncnc32)[C@H](O)[C@@H]1O	3	-2	.	i	1	i	-2.0	3	3	4
Cc1nn(C)cc1CNC(=O)c1cccc(F)c1	-1	3	-3	i	2	i	-2.2	-6	-3	0
Cn1c(COc2ccc(Br)cc2)nnc1SC1CCc2ccccc2C1=O (configuration not stated)	-1	9	10	i	-8	i	1.3	-11	2	0
CCN(CC)C1Oc2cc3c(cc2C(c2cc(OC)c(O)c(OC)c2)C1C)OCO3 (configuration not stated)	1	-1	0	i	-3	i	0.1	1	0	-1
COC(=O)c1nc(-c2ccccc2)oc1N1CCOCC1	3	-4	-3	.	6	i	0.1	6	0	-3
CCOC(=O)c1c(S(=O)(=O)Nc2ccc(CN3CCC(C)CC3)cc2)c(C)n(C)c1C	0	-3	-4	i	4	i	-1.1	1	-2	-4
CC(=O)c1ccc(NC(=O)c2ccc(S(=O)(=O)N3CCCC3)cc2)cc1	-1	-10	-11	i	3	i	-0.4	-1	-3	2
NNC(=O)c1sccc1OCc1ccc(Cl)cc1Cl	-4	9	-1	i	-1	i	0.3	-7	1	10
CCOC(=O)C1=C(C)NC(=O)NC1c1ccc(F)cc1 (configuration not stated)	-4	0	-4	i	-2	i	-0.9	-1	2	3
O=C(N/N=C/c1ccc(F)cc1)c1cc[n+]([O-])cc1	-4	-2	-8	i	-2	i	-0.2	0	-2	-8
Cc1c[n+]([O-])n(-c2ccc(C(=O)O)cc2)n1	2	-2	-10	i	7	i	-2.0	0	-2	20
C[C@H](CO)N1C[C@H](C)[C@@H](CN(C)C(=O)Nc2ccccc2)Oc2cc(Br)ccc2S1(=O)=O	-3	1	.	i	0	i	-0.5	-3	0	2
CCc1ccc(Nc2nnc(SCC(=O)NCCN3C(=O)CSC3=O)s2)cc1	-3	0	-4	i	-2	i	0.7	1	0	3
COc1ccc(N2CCN(C(=O)COC(=O)c3ccc(-n4nc(C)cc4C)cc3)CC2)cc1	-1	-2	2	i	2	i	1.1	-8	0	-1
Cc1ccccc1Nc1nc(N)nc(COC(=O)c2ccc([N+](=O)[O-])o2)n1	1	2	-2	i	-10	i	0.4	-1	-4	-33
Cc1nn(Cc2ccc(F)cc2)c(C)c1NC(=O)c1noc2c1CCc1ccccc1-2	4	3	-10	i	-3	i	3.2	0	-3	8
Cc1cc(=O)[nH]c(N/N=C/c2ccc(C)o2)n1	-2	4	-7	i	-3	i	-2.1	5	-2	-9
Nc1nc(SCc2ccc(Br)cc2)[nH]c(=O)c1-c1ccccc1	2	8	9	i	-1	i	0.6	0	1	0
Cc1ccc(-n2c(N)c(C(=O)N3CCN(C)CC3)sc2=S)cc1	-3	-7	-8	i	-5	i	-1.2	-3	96*	-15
NC(=S)Nc1cccc2cnccc12	0	-1	-3	i	-2	i	-0.1	-2	5	-5
Cc1ccccc1-n1ncc2c1CC(C)(C)CC2NC(=O)CSc1ccncc1 (configuration not stated)	-3	2	-5	i	1	i	-0.7	-3	0	0
N#C/C(C(=O)N1CCCCC1)=C1/N=C(NC(=O)c2ccc(F)cc2)c2ccccc21	-2	10	-8	i	9	i	1.9	-1	2	-17
CCOc1ccc(N=c2oc3cc(O)ccc3cc2C(=O)NCC2CCCO2)cc1 (configuration not stated)	-1	4	-1	.	-6	i	-2.5	-3	0	-11
COc1ccc(N2CCN(CCNC(=O)c3nnc(Cc4c(F)cccc4Cl)o3)CC2)cc1	-5	4	-11	i	0	i	-0.5	3	-5	0
O=C1CN(C(=O)CSc2ccccn2)c2ccccc2N1	-1	-2	-10	i	1	i	1.0	1	-1	3

(next part)
SMILES	Rin1-Abl PPI inh	NadD block	Scp-1 inhibitor	Neddylation inh	DNMT1 block	Rpn11 inh	LMPTP inh	CSN deneddyl inh	STEP inh	SUMO1 PPI mod
Cc1cccc(C)c1NC(=O)C(c1cccc2ccccc12)n1c(=O)c(-c2ccco2)nc2ccccc21 (configuration not stated)	.	.	.	i	.	.	3.4	28	.	-9
COc1ccc(O)c(/C=N/N2CCCCC2)c1	0	-4	-9	i	3	i	0.2	-1	1	6
CC(C)C(c1nnnn1C1CCCCC1)N1CCN(C(=O)c2ccco2)CC1 (configuration not stated)	0	-7	-5	i	7	i	-1.8	2	2	-1
COc1ccc(-c2nc(N)n(S(=O)(=O)c3ccc(C)cc3)n2)cc1	0	-3	-2	i	0	i	-0.1	1	-2	2
COc1ccc(OC)c(NC(=O)c2cc3oc4ccccc4c3cc2O)c1	-1	5	-11	i	9	i	-0.7	-2	-1	-14
Cc1ccc(C(=O)CCC2CCCCC2=O)cc1 (configuration not stated)	-4	3	36	i	1	i	-0.6	-1	0	1
CC(=O)Nc1nnc([N+](=O)[O-])s1	0	2	.	i	2	i	-1.0	2	0	-33
Cc1c(NC(=O)CN2CCCC(C)C2)ccc2nsnc12 (configuration not stated)	-1	-2	-5	i	0	i	-2.3	-2	-5	-19
COc1ccc(NC(=O)CN2C(=O)S/C(=C/c3cccn3-c3ccc(C(=O)O)cc3)C2=O)cc1	1	11	.	i	78*	i	77*	31	86*	14
CC(C)C(=O)NCCc1nc(-c2ccccc2Cl)no1	-2	-2	1	i	2	i	-1.1	1	3	2
O=C(COc1ccc([N+](=O)[O-])cc1)NNC(=O)Nc1ccccc1F	-3	-11	0	i	1	i	-1.7	1	-1	-18
COc1ccc(CCC(=O)Nc2ccc(Br)cn2)cc1	2	-4	0	i	-5	i	-1.0	-2	0	-3
COc1ccc(C=C(C(=O)c2ccccc2)C(=O)c2ccccc2)cc1	2	-1	.	i	-8	i	3.0	4	-1	1
Cc1ccc(NC(=S)NNC(=O)c2cccc([N+](=O)[O-])c2)cc1Cl	1	7	-16	i	-1	i	-0.6	-3	-2	-25
O=C(Nc1ccccc1)c1cc2ccccc2[nH]1	-2	1	1	i	-2	i	0.0	2	-1	4
COCCn1nnnc1CN(CCc1ccccc1)Cc1cc2cc(OC)ccc2[nH]c1=O	5	-3	-8	.	8	i	0.1	4	5	-6
O=C(NCC1CC1)C1(C(F)(F)F)CC(CCc2ccccc2)CCCO1 (configuration not stated)	0	-4	-8	i	4	i	-0.2	0	2	2
CCN(C(=O)c1ccc(C)c(Br)c1)c1ccccc1	0	4	-1	i	3	i	-0.6	2	-1	2
O=C(O)c1ccccc1C(=O)NCCCCCCNC(=O)c1ccccc1C(=O)O	-1	-7	-6	i	1	i	-4.9	1	0	-3
CN(C)C(=O)CSc1cnc2ccccc2n1	1	3	-7	i	0	i	-1.0	1	2	-7
COc1ccc(/C=C(/C#N)C(=O)NC2CCCCC2)cc1Br	0	-4	-13	i	-1	i	-1.0	4	0	-5
Cc1ccc(-c2ccc(CCC(=O)O)n2Cc2ccco2)cc1	2	-2	-4	i	57*	i	6.2	9	-17	2
COc1cc(-c2cc3nc(NCc4cccc(Cl)c4)ccn3n2)cc(OC)c1OC	0	-3	.	.	-24	i	3.3	1	-4	10
CCNC(=O)CSc1nc2cc([N+](=O)[O-])ccc2n1-c1cccc(C(F)(F)F)c1	4	1	-11	i	-5	i	-2.0	0	0	-16
COc1ccc(C(O)c2ncc(-c3ccc(Cl)cc3)[nH]2)cc1 (configuration not stated)	-1	2	.	i	-3	i	0.2	-4	-3	-1
O=C1c2ccccc2NC2(CCCCC2)N1N=C1CCCCC1	2	1	-2	.	-1	i	0.2	2	1	-1

Arranged by length of the SMILES (lowest first): some entries from above
SMILES	Rin1-Abl PPI inh	NadD block	Scp-1 inhibitor	Neddylation inh	DNMT1 block	Rpn11 inh	LMPTP inh	CSN deneddyl inh	STEP inh	SUMO1 PPI mod
Cc1c(NC(=O)CN2CCCC(C)C2)ccc2nsnc12 (configuration not stated)	-1	-2	-5	i	0	i	-2.3	-2	-5	-19
COc1ccc(C(O)c2ncc(-c3ccc(Cl)cc3)[nH]2)cc1 (configuration not stated)	-1	2	.	i	-3	i	0.2	-4	-3	-1
O=C(NCC1CC1)C1(C(F)(F)F)CC(CCc2ccccc2)CCCO1 (configuration not stated)	0	-4	-8	i	4	i	-0.2	0	2	2

Molecules from the list above with fluorine, in the order listed:
SMILES	Rin1-Abl PPI inh	NadD block	Scp-1 inhibitor	Neddylation inh	DNMT1 block	Rpn11 inh	LMPTP inh	CSN deneddyl inh	STEP inh	SUMO1 PPI mod
Cc1nn(C)cc1CNC(=O)c1cccc(F)c1	-1	3	-3	i	2	i	-2.2	-6	-3	0
CCOC(=O)C1=C(C)NC(=O)NC1c1ccc(F)cc1 (configuration not stated)	-4	0	-4	i	-2	i	-0.9	-1	2	3
O=C(N/N=C/c1ccc(F)cc1)c1cc[n+]([O-])cc1	-4	-2	-8	i	-2	i	-0.2	0	-2	-8
Cc1nn(Cc2ccc(F)cc2)c(C)c1NC(=O)c1noc2c1CCc1ccccc1-2	4	3	-10	i	-3	i	3.2	0	-3	8
N#C/C(C(=O)N1CCCCC1)=C1/N=C(NC(=O)c2ccc(F)cc2)c2ccccc21	-2	10	-8	i	9	i	1.9	-1	2	-17
COc1ccc(N2CCN(CCNC(=O)c3nnc(Cc4c(F)cccc4Cl)o3)CC2)cc1	-5	4	-11	i	0	i	-0.5	3	-5	0
O=C(COc1ccc([N+](=O)[O-])cc1)NNC(=O)Nc1ccccc1F	-3	-11	0	i	1	i	-1.7	1	-1	-18
O=C(NCC1CC1)C1(C(F)(F)F)CC(CCc2ccccc2)CCCO1 (configuration not stated)	0	-4	-8	i	4	i	-0.2	0	2	2
CCNC(=O)CSc1nc2cc([N+](=O)[O-])ccc2n1-c1cccc(C(F)(F)F)c1	4	1	-11	i	-5	i	-2.0	0	0	-16
